High-throughput results: PubChem BioAssay, several laboratories
STAT3 activator: STAT3 signaling activation; U3A cells, IL-6 STAT3-luciferase reporter, luminescence; 100% = signal with IL-6 EC80 alone; hit rate 0.91% among 190,000; activation (% of control), % at 5.6 µM; AID 871;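 active means activation above the screen-wide mean of compound activation plus 3 SD, cut at about 130% in these data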;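 further: 0% = background luminescence of wells with medium and substrate only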
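system = STAT3-luciferase reporter U3A cells | reagent = IL-6 stimulus at 33 ng/mL final | timing = 1 h compound pre-exposure, 6 h IL-6 stimulation, 37 °C | measured by = luminescence | evaluation = % activation versus median of IL-6-stimulated wells | control set = IL-6-only wells as 100% reference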
FLuc act counter: affects firefly luciferase, flagging false hits in luciferase stimulation screens | AID 1027 | activation factor at 10 µM | 200,000 tested, under 10 active | ATPlite luciferase biochemical, luminescence, 10 min; 0 = ATP-free wells, 1 = DMSO control | P08659;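 active means luciferase activation factor, scaled between plate controls, of at least 2 with compound at 10 µM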
Target sequence (P08659 whole entry, looked up): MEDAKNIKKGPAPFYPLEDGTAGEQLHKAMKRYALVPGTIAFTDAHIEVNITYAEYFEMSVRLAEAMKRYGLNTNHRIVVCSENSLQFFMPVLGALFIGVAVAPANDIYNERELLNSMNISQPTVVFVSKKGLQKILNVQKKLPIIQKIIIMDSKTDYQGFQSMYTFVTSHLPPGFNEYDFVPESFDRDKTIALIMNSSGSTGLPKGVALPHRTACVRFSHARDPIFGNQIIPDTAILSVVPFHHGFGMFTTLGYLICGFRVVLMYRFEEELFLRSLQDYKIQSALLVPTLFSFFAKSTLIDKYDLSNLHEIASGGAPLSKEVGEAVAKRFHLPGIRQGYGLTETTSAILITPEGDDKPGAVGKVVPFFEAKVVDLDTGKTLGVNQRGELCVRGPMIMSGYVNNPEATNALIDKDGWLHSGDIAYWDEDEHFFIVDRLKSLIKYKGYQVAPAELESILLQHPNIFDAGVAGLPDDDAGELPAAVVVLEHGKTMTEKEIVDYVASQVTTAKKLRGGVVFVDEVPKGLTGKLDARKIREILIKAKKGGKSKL
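Assay system: Luciferase/luciferin detection reagent, cell-free biochemical luciferase assay / Read-out: luciferase activation / Benchmarks: No-ATP low control, compound-free enzyme-plus-ATP high control / Medium: PBS buffer for ATP / Detection: luminescence measurement of luciferase light output / Schedule: 10 min at ambient temperature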
APP transl inh: APP translation inhibition; SH-SY5Y APP 5'UTR-luciferase reporter, luminescence; inhibition, % at 2 µM; hit rate 0.82% among 190,000;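 active means inhibition above a set limit, derived from the sample mean plus 3 SD, cut at about 45% in these data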; further: values of inactives mirror those of a sister screen read the other way
STAT1 activator: STAT1 signaling activation; NIH 3T3 STAT1-luciferase reporter, IFN-gamma, luminescence; 100% = IFN-gamma alone, no compound; activation (% of control), % at 5.5 µM; hit rate 2.6% among 200,000;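 active means activation above the screen-wide mean activation plus 3 SD, cut at about 130% in these data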;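 further: raw ratio to IFN-gamma control signal so 100% means no change and 0% no light; values of inactives mirror those of a sister screen read the other way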
ROMK mod: human ROMK K+ channel modulation, primary screen | Tet-inducible ROMK, thallium flux fluorescence; actives lie on both sides | B-score at 10 µM | hit rate 2% among 130,000 | AID 1918;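 active means signal ratio slope over the read window, or its plate-corrected B-score, at least 3 SD from the plate mean, either direction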;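 further: B-score of the F/F0 ratio slope over 7 to 12 s after thallium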
Target sequence (P48048 whole entry, looked up): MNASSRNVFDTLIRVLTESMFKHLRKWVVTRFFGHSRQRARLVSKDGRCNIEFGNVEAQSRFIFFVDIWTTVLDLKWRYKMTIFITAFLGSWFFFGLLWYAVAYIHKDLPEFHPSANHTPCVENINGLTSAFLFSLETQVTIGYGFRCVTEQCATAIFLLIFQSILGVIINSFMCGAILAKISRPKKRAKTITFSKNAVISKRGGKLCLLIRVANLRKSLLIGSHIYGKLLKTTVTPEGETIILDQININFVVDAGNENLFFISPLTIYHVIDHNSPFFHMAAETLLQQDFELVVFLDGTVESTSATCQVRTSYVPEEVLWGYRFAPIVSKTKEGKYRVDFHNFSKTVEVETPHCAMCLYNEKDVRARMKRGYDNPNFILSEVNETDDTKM
NF-kB expr up: compounds increasing NF-kB expression in human neuronal cells. NF-kB reporter expression; hits give high values. fold change at 12.5 µM. hit rate 1.6% among 190,000. AID 1239; in the data active means fold change above about 3.3
STAT3 inh: reduces IL-6 driven STAT3 reporter signal; U3A cells, IL-6 STAT3-luciferase reporter, luminescence; host cell line lacks STAT1; hit rate 0.89% among 190,000; inhibition, % at 5.5 µM;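 active means inhibition above the mean inhibition across all screened compounds plus 3 SD, cut at about 44% in these data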;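 further: 0% = DMSO only wells and 100% = 100 µM nifuroxazide control wells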
FLuc inhib CS: Photinus pyralis luciferase inhibition counter-screen; ATPLite firefly luciferase biochemical luminescence, 10 min; inhibition, % at 10 µM; hit rate 1.5% among 200,000; P08659;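 active means inhibition above about 50% when tested at 10 µM, limit read from the data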
STAT1 blocker: STAT1 signaling inhibition; NIH 3T3 STAT1-luciferase reporter, IFN-gamma, luminescence; inhibition, % at 5.5 µM; hit rate 0.35% among 200,000;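 active means inhibition above a set limit, the mean inhibition across all tested compounds plus 3 SD, cut at about 34% in these data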;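 further: 0% = IFN-gamma with DMSO and 100% = IFN-gamma with 300 µM nifuroxazide; values of inactives mirror those of a sister screen read the other way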
APP 5'UTR act: APP 5'UTR luciferase reporter activation | hit rate 1% among 190,000 | activation, % at 2 µM | SH-SY5Y APP 5'UTR luciferase reporter, luminescence; zero percent = DMSO vehicle wells | AID 1276;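 active means activation above a set limit, based on mean plus 3 SD of controls, cut at about 140% in these data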; further: values of inactives mirror those of a sister screen read the other way
Active calls of the source: *; / = not tested or not shown.

SMILES	STAT3 activator	FLuc act counter	APP transl inh	STAT1 activator	ROMK mod	NF-kB expr up	STAT3 inh	FLuc inhib CS	STAT1 blocker	APP 5'UTR act
CCOc1ccccc1N1CCN(C(=O)c2cc[n+]([O-])cc2)CC1	94	1.1	3	96	/	1.1	16	-8	5	-3
COC(=O)c1cc(NC(=O)Cc2coc3cc(OC)ccc23)cc(C(=O)OC)c1	98	1	4	96	-0.27	0.7	8	1	4	-4
CCNS(=O)(=O)c1ccc(NC(=O)c2cccnc2)cc1	89	1	6	99	/	0.95	17	-5	-1	-6
Cc1ccc(S(=O)(=O)N(CC(=O)Nc2ccccc2C(=O)O)c2ccc(Cl)cc2)cc1	104	1.1	-2	106	-0.23	0.82	2	-6	-7	1
COc1ccc(-c2nc(CN(CC3CCC(=O)N3)C(C)C)c(C)o2)c(C)c1C (stereo unspecified)	105	1	6	94	/	1	-3	-2	5	-6
O=C(CCc1ccc(S(=O)(=O)N2CCOCC2)cc1)N/N=C/c1cccc(O)c1	107	1	0	96	/	0.87	-6	1	4	0
O=c1oc2ccccc2n1Cc1ccccc1Cl	/	1	-20	95	/	1.1	/	-2	4	20
NNC(=S)Nc1ccc(Cl)cc1	96	1.1	3	89	0.35	0.83	9	-7	11	-3
CC(=O)Nc1ccc(/C(C)=N/NC(=O)c2ccc(F)cc2)cc1	95	1	2	110	-0.36	1.2	10	-5	-11	-1
O=C(Nc1ncccc1Cl)c1cccc(F)c1	92	1.1	9	105	1.2	1	16	-5	-5	-9
COC(=O)[C@@H]1CCCN1Cc1nc(Cc2ccc(OC)c(OC)c2)no1	100	1.1	6	90	0.3	0.98	5	-8	9	-6
Cc1cc(C(=O)Nc2ccccc2N2CCOCC2)c2ccccc2n1	106	1	-1	102	0.027	0.68	-1	-4	-3	1
CCOC(=O)c1sc(NC(=O)c2ccc(S(=O)(=O)N(C)C)cc2)nc1C	94	1.1	-6	99	/	1	11	-8	1	6
CCC(=O)NC1(Cc2ccc(O)cc2)CCCCC1	90	1	-22	95	-0.46	1	19	-3	5	22
O=C(c1cccc(S(=O)(=O)N2CCOCC2)c1)N(CCO)Cc1ccccc1	96	1	-6	100	/	0.97	8	2	0	6
CCc1cc2c(SCC(=O)Nc3cc(C)on3)ncnc2s1	93	1	10	82	-0.14	0.93	10	-1	18	-10

Limited to STAT1 activator (3 entries from above):
Structure | STAT1 activator
Cc1cc(C(=O)Nc2ccccc2N2CCOCC2)c2ccccc2n1 | 102
CCOC(=O)c1sc(NC(=O)c2ccc(S(=O)(=O)N(C)C)cc2)nc1C | 99
CCC(=O)NC1(Cc2ccc(O)cc2)CCCCC1 | 95

Next structures.
SMILES	STAT3 activator	FLuc act counter	APP transl inh	STAT1 activator	ROMK mod	NF-kB expr up	STAT3 inh	FLuc inhib CS	STAT1 blocker	APP 5'UTR act
COc1ccccc1/C=C/CN1CCN(c2ccccc2)CC1	97	1	-8	97	-0.76	0.88	9	-4	4	8
CCc1nc2sc3c(c2c(=O)n1N)CC(C)(C)OC3	98	1.1	6	106	-0.38	1.1	1	-5	-6	-6
O=C(Cn1cnc2ccccc21)N1CCc2ccccc21	102	1.1	-6	94	-0.13	1.3	7	-7	5	6
O=C1c2cccc3cccc(c23)C(=O)N1CC1CCCO1 (stereo unspecified)	88	0.9	-25	119	/	/	19	15	-23	25
CCN(CC(=O)Nc1ccccc1OC)C(=O)C1CC2C=CC1C2 (stereo unspecified)	94	1.1	-1	96	/	1.1	15	-7	5	1
COCCCNC(=O)C1CCN(c2nc(C)cc(C)n2)CC1	103	1.1	-4	104	/	1.1	-1	-5	-4	3
Cc1cc(C)c2cc(C(O)c3nnnn3Cc3ccccc3)c(=O)[nH]c2c1 (stereo unspecified)	100	1	-3	100	0.12	1.1	2	-1	1	3
CCOC(=O)C1(CCCc2ccccc2)CCN(C(=O)CCOC)CC1	96	1	-7	91	0.52	1	9	-2	8	7
CC(=O)N/N=C(\C)CC(=O)Nc1cccc2c1CCCC2	97	1	-8	87	0.12	1	5	-4	12	7
O=C(NN1C(=O)/C(=C/c2cccnc2)SC1=S)C(c1ccccc1)c1ccccc1	106	1.1	-11	94	/	0.42	-2	-8	7	11
Cc1cc2n(n1)C(c1sccc1C)Nc1c(C)cccc1-2 (stereo unspecified)	105	1	-8	96	/	1.1	5	-4	4	8
O=C(Nc1ccc(Cc2ccncc2)cc1)c1ccco1	91	0.8	-20	125	-0.77	2	14	19	-28	20
O=C(CCC1CCCC1)N1CCN(S(=O)(=O)Cc2ccccc2)CC1	94	1	0	93	/	1	13	0	7	0
CCCCOC(=O)C1=C(C)NC2(O)c3ccccc3C(=O)C12O (stereo unspecified)	99	1	5	100	-0.089	0.89	5	0	-1	-5
CCN(CC)CCNC(C(=O)Nc1ccc([N+](=O)[O-])cc1Br)c1ccccc1 (stereo unspecified)	101	1.1	7	85	/	1.2	2	-10	17	-7
Cn1c(N)c(C(=O)COC(=O)c2cc(C(F)(F)F)nc3ccccc23)c(=O)n(Cc2ccccc2)c1=O	102	1	-6	99	0.13	1.1	-5	-3	1	5
CCOC(=O)C1=C(C)C(c2ccccc2O)NC(=O)N1 (stereo unspecified)	95	1	2	100	-0.097	0.98	12	-1	-1	-2
Cc1ccc(Nc2ccc(NCc3ccccc3)nn2)cc1C	96	1.1	-40	111	0.19	1.2	5	-6	-13	40
CN(C)CCNc1nc(-c2ccco2)c2c(c1C#N)CC(C)(C)OC2	99	1.1	-10	110	-0.47	1.1	4	-6	-6	10
O=C(Nc1nc(-c2ccccc2)cs1)c1cccc(S(=O)(=O)N2CCN(Cc3ccccc3)CC2)c1	92	1	7	94	0.00018	0.7	6	0	7	-7
CC(C)CNC(=O)COC(=O)c1ccc(Cl)c(S(=O)(=O)N2CCc3ccccc32)c1	94	1.1	-9	96	-1.4	1.5	10	-6	5	9
CCc1ccc(NC(=O)CSc2nc3c(c(=O)n(C)c(=O)n3C)n2C)cc1	101	1.1	-9	93	-0.81	0.72	-1	-6	8	9
Cc1ccc(OCCn2cc(/C=C(\C#N)C(=O)NCC3CCCO3)c3ccccc32)cc1 (stereo unspecified)	100	1	-5	108	-1.2	1.1	-2	-4	-6	5
O=C(NCCN1CCOCC1)c1ccc2ccccc2c1	103	1	-13	106	/	1.4	-2	-2	-7	13
CC(C)(C)OC(=O)N1CC=C2C(C#N)=C(N)C(C#N)(C#N)[C@H](c3cccnc3)[C@H]2C1	101	1	-9	104	-1.9	1.1	4	-2	-3	9
Cc1cc(C)c2cc(CN(Cc3ccco3)C(=S)NCC3CCCO3)c(=O)[nH]c2c1 (stereo unspecified)	98	1.1	1	100	0.34	0.96	5	-6	-2	-1
c1ccc(Cc2nnc3sc(-c4ccc5c(c4)OCCO5)nn23)cc1	110	0.9	-39	114	/	1.1	-7	9	-15	39
COc1ccc(COc2ccsc2C(=O)Nc2ccc(Cl)cc2)cc1	108	1	8	101	/	1	-4	-2	-1	-8
COc1ccc(-c2[nH]ncc2-c2nc(C)cs2)c(O)c1	98	1	-1	98	0.089	0.87	8	-1	0	1
CCOc1cc(C2C(C#N)=C(N)Oc3n[nH]c(CC)c32)ccc1OCCN1CCOCC1 (stereo unspecified)	105	1.1	11	98	1.3	0.92	-2	-9	2	-11
COc1ccc(/C=C/C(=O)Nn2cnnc2)cc1	96	0.7	9	108	0.015	1.1	4	27	-8	-9
O=c1[nH]nc(Cc2ccc(-c3ccc(Cl)cc3)o2)c2ccccc12	80	1.1	-4	88	/	1.5	27	-6	13	4
CCn1c(CNC(=O)c2ccc(OC)c(OC)c2)nnc1SCC(=O)c1ccc(OC)cc1	92	1	-3	98	-0.86	0.99	10	5	2	3
C/C(=N\NC(=O)c1ccc(N/N=C(\C)c2ccncc2)cc1)c1ccncc1	89	0.9	7	108	0.2	1.1	19	10	-10	-7
Cc1nc(CNS(=O)(=O)c2cccnc2)cs1	98	1	-1	102	0.16	0.98	6	-4	2	1
CCOC(=O)C1CCN(S(=O)(=O)c2c(C)n(C)c(=O)n(C)c2=O)CC1	111	1.1	-2	99	/	1.1	-4	-12	1	2
C=CCNC(=S)Nc1cc(C)ccn1	90	1.1	-22	90	0.94	1.2	21	-6	10	22
Cc1cc(NC(=O)c2ccoc2C)no1	99	1	-25	118	-0.15	1.2	5	-2	-19	25
COc1ccc(S(=O)(=O)NCC(c2cccnc2)N2CCN(c3ccc(F)cc3)CC2)cc1C (stereo unspecified)	94	1.1	-6	94	-3.8*	0.71	9	-10	9	6
CC1CCN(C(=O)Cn2cc3c(n2)CCCC3)CC1	94	1	1	99	/	1.6	12	-2	1	-1
COCCOc1cc(NC(=O)c2ccccc2)c(Cl)cc1Cl	79	1	8	95	-0.13	1.1	31	-4	5	-8
CCOc1ccc(-c2nc(CN(Cc3ccccc3)C[C@@H]3CCC(=O)N3)c(C)o2)cc1	118	1	-11	122	-0.035	/	-15	5	-26	11
CCOC(=O)C1=C(C)NC(=S)NC1c1cccs1 (stereo unspecified)	104	1	18	100	0.3	1.4	-4	-3	0	-18
O=C(Cc1ccc([N+](=O)[O-])cc1)Nc1ccc2c(c1)C(=O)NC2=O	85	1.1	-13	94	-1	1.1	22	-9	5	13
CSc1ccc(NC(=O)NCCN2CCc3ccccc3C2)cc1	108	1	6	103	/	1.1	-8	0	-3	-6
Cc1ccc(S(=O)(=O)Nc2ccc(N3CCN(C)CC3)nc2)cc1	104	1	2	94	-0.46	1	-1	-4	4	-2
Cc1cc(Nc2cccc(Cl)c2)n2ncnc2n1	98	1.1	-18	96	-0.75	1	2	-8	4	18
O=C1CS/C(=N\C(=O)N2c3ccccc3Sc3ccccc32)N1	99	1	-2	98	-1.1	0.97	5	-3	2	1
Cc1cccc(N2CCN(C(=O)c3ccc4nc(-c5ccco5)c(-c5ccco5)nc4c3)CC2C)c1 (stereo unspecified)	100	1	-9	100	/	0.52	4	0	0	9
Cn1c(=O)n(CC(=O)Nc2ccccc2)c2ccccc21	91	1	-4	100	-0.49	1.4	16	-3	0	4
CC(=O)c1sc(NC(=O)c2cc(=O)c3ccccc3o2)nc1C	92	0.2	-37	115	2.9*	1.1	10	83*	-15	37
Cc1c(CCO)c(=O)n(-c2ccccc2)n1S(=O)(=O)c1c(Cl)cc(Cl)cc1Cl	104	1	1	107	/	0.92	-2	0	-8	-1
CCOC(=O)c1cc(NC(=O)c2cnccn2)cc(C(=O)OCC)c1	97	1.1	8	101	/	1	9	-9	-1	-8
Cc1ccc(NC(=O)c2cc(=O)n(Cc3ccccc3)c(=O)[nH]2)cc1C	97	1	0	96	1.4	1.1	6	-2	3	0
